Assay outcomes as filed in PubChem BioAssay.
GCN5L2 inh – qHTS Assay for Inhibitors of GCN5L2; 390,000 tested, 0.21% active; GCN5L2 HAT assay, ThioGlo1 CoA-SH fluorescence; AID 504327, 2011; Potency, µM (titrated, usually from 58.9 µM), inactives show at the top dose activity change, negative = inhibition, hits mostly inhibitors; Histone acetyltransferase KAT2A (Homo sapiens), Q92830
Target sequence (Q92830 whole entry, looked up): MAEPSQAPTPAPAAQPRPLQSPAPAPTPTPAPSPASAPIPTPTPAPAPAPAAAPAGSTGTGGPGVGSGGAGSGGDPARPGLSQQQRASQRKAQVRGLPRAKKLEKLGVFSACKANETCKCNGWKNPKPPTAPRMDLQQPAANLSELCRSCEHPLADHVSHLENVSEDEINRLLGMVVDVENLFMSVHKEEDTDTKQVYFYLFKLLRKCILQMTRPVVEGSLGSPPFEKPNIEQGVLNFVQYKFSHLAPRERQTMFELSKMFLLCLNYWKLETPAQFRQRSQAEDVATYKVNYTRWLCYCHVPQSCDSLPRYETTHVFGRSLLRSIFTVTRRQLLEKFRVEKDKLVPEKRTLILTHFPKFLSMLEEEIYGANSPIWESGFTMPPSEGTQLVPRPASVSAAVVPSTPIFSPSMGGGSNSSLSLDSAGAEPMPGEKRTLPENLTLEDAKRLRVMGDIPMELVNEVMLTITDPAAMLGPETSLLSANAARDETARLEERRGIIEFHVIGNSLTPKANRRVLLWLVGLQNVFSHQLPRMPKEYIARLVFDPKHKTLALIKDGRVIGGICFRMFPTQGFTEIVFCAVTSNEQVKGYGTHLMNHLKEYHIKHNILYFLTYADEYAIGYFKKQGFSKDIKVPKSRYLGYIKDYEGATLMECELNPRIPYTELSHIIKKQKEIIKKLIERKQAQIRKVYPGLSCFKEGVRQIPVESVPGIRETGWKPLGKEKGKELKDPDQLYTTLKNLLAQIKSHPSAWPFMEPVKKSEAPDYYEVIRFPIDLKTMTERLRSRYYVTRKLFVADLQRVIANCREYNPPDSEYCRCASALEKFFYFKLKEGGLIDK
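GCN5L2 (20 nM) in 50mM HEPES pH 7.5, 0.1mM EDTA, 0.01% Tween-20 preincubated 15 min with compounds at room temperature. Reaction started with H3(1-25) 75uM, acetyl-CoA 70uM, ThioGlo1 50uM; CoA-thiol fluorescence (Ex340/Em540) read at 0 and 20 min.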
TDP1 cell noCPT – qHTS for Inhibitors of human tyrosyl-DNA phosphodiesterase 1 (TDP1): qHTS in cells in absence of CPT; DT40 Tdp1-/- hTDP1 cells, no CPT, ATP luminescence, 48 h; Potency, µM (doses to about 46.2 µM), without a hit: at the highest dose activity change, negative = growth inhibition, hits mostly inhibitors; 420,000 tested, 15% active; AID 686978, 2013; note: nearly all actives have a fitted effect of over 55% in size
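Growth kinetics read by CellTiter-Glo luminescence after ≥48 hr at 37 °C. Cells: DT40 Tdp1-/- stably carrying human TDP1, 400 per well, compound exposure in the absence of CPT (DMSO vehicle).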
TDP1 block – qHTS Assay for Inhibitors of Tyrosyl-DNA Phosphodiesterase (TDP1) | Tyrosyl-DNA phosphodiesterase 1 (Homo sapiens), Q9NUW8 | AID 485290, 2010 | Potency, µM (highest dose often 130 µM), for the others: top-dose activity change, negative = inhibition, most hits filed as inhibitors | 350,000 tested, 0.28% active | recombinant TDP1, AlphaScreen DNA substrate cleavage; note: nearly all actives have a fitted effect of over 40% in size
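E. coli-derived human Tdp1, 1 nM final. Cpd preinc 15 min RT; substrate 15 nM final, 5 min RT; AS bead mix 10 ug/ml final, 10 min RT. Signal loss = tyrosine-FITC cleavage. No-enzyme wells = max signal.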
Starred values were filed as active, the others as inactive; u = inconclusive; x = not tested or not shown; & = joins results of further samples; [ ] = remark or other dose. Calls come from the whole dose curve; as a rule, active = well fitted curve in the direction sought with a large enough effect; inconclusive = small, poorly fitted or top-dose-only effect, or another doubt; inactive = no such curve, though single readings can be large; an effect the other way counts as inactive or inconclusive. % is set by controls: 0 for no effect and ±100 for the full control effect; potency is the fitted concentration of half-maximal effect. Only part of the results is shown (hit frequency here may not be typical).

SMILES | GCN5L2 inh | TDP1 cell noCPT | TDP1 block
CC(C)OP(=O)(c1ccc(N(C)C)cc1)C(O)c1c(Cl)cccc1Cl (centres undefined) | 0% | -17% | 5%
Cc1cc(C(=O)NC2CC(C)(C)Cc3c2cnn3-c2ccccc2)n(C)n1 (centres undefined) | -3% | u | 3%
CC(=O)Nc1ccc(S(=O)(=O)N2CCC3(CC2)CC(=O)c2ccccc2O3)cc1 | 0% | u | -1%[0.505 µM]
Cc1ccc(/C=C2/SC(=S)N(CCCC(=O)Nc3cc([N+](=O)[O-])ccc3O)C2=O)cc1 | -2% | 5% | 2%
COc1cccc(-c2nc(NCc3ccccc3)c3ccccc3n2)c1O | 6% | u | x
O=C(NCC1CCCO1)Nc1ccccc1 (centres undefined) | -1% | 2% | 4%
Fc1ccc(C2c3[nH]c4ccccc4c3CCN2CCCn2cccn2)cc1 (centres undefined) | -2% | u | x
Cc1cc(=O)n2[nH]c(-c3cccc(Cl)c3)cc2n1 | -5% | u | x
O=C1c2ccccc2CC[C@H]1CNCCc1ccc(O)cc1 | -12% | 13µM* | 7%
COc1cc(C(=O)Nc2ccncc2)cc(OC)c1OC | -2% | u | 5%
Cc1ccc(N(c2ncnc(N)c2[N+](=O)[O-])C2CCCCC2)cc1 | -5% | u | 2%
O=C(CNCc1ccccn1)Nc1cc(S(=O)(=O)N2CCCCC2)ccc1Cl | -2% | -11% | 7%
C=CCNC(=O)/C(C#N)=C/c1ccc(C)o1 | -9% | -7% | 0%
Cc1cccc(CC(=O)Nc2ccc3nc(N4CCC(C)CC4)cc(C)c3c2)c1 | -5% | 15µM* | 6%
CCCC(=O)Nc1ccc(NC(=O)c2cccs2)cn1 | -1% | -17% | -2%
O=C(O)CN1C(=O)/C(=C\C(Br)=C\c2ccccc2)SC1=S | -17% | u | x
COc1ccc(CC(=O)NCc2n[nH]c(=S)n2C)cc1 | -12% | 9% | -6%
COc1cccc(OC(C)c2ccnc3nc(/N=C/N(C)C)nn23)c1 (centres undefined) | 5% | 5% | -4%
Cc1ccc(Nc2cc(-n3cccn3)ncn2)c(C)c1 | 0% | u | 5%
Cc1cccc(C)c1NC(=O)C1CCCN1S(=O)(=O)c1ccccc1 (centres undefined) | -1%&5% | u | 7%&12%

Exported comma-delimited: part of the list above
smiles,GCN5L2 inh,TDP1 cell noCPT,TDP1 block
COc1cccc(-c2nc(NCc3ccccc3)c3ccccc3n2)c1O,6%,u,x
O=C(NCC1CCCO1)Nc1ccccc1 (centres undefined),-1%,2%,4%
Fc1ccc(C2c3[nH]c4ccccc4c3CCN2CCCn2cccn2)cc1 (centres undefined),-2%,u,x
Cc1cc(=O)n2[nH]c(-c3cccc(Cl)c3)cc2n1,-5%,u,x
O=C1c2ccccc2CC[C@H]1CNCCc1ccc(O)cc1,-12%,13µM*,7%
COc1cc(C(=O)Nc2ccncc2)cc(OC)c1OC,-2%,u,5%
Cc1ccc(N(c2ncnc(N)c2[N+](=O)[O-])C2CCCCC2)cc1,-5%,u,2%
O=C(CNCc1ccccn1)Nc1cc(S(=O)(=O)N2CCCCC2)ccc1Cl,-2%,-11%,7%
C=CCNC(=O)/C(C#N)=C/c1ccc(C)o1,-9%,-7%,0%
Cc1cccc(CC(=O)Nc2ccc3nc(N4CCC(C)CC4)cc(C)c3c2)c1,-5%,15µM*,6%
CCCC(=O)Nc1ccc(NC(=O)c2cccs2)cn1,-1%,-17%,-2%
O=C(O)CN1C(=O)/C(=C\C(Br)=C\c2ccccc2)SC1=S,-17%,u,x
COc1ccc(CC(=O)NCc2n[nH]c(=S)n2C)cc1,-12%,9%,-6%
COc1cccc(OC(C)c2ccnc3nc(/N=C/N(C)C)nn23)c1 (centres undefined),5%,5%,-4%
Cc1ccc(Nc2cc(-n3cccn3)ncn2)c(C)c1,0%,u,5%
Cc1cccc(C)c1NC(=O)C1CCCN1S(=O)(=O)c1ccccc1 (centres undefined),-1%&5%,u,7%&12%

(next part)
SMILES | GCN5L2 inh | TDP1 cell noCPT | TDP1 block
Cn1nc2c3ccccc3n(Cc3ccccc3)c2nc1=S | -3% | u | 7%
CN1C(=O)N(C)C2C1N(C)S(=O)(=O)N2C (centres undefined) | 0% | -3% | -6%
Cc1ccc(CNC(=O)CN2C(=O)COc3ccc(S(=O)(=O)N4CCCCC4)cc32)o1 | -4% | 3% | 3%
O=C(CCCc1nc(-c2ccccc2Cl)no1)N1CCOCC1 | -11% | -2% | 0%
O=C(NCc1ccco1)C1CCCN(c2ncnc3c2nc2n3CCCCC2)C1 (centres undefined) | -25% | 13µM* | 3%
COc1cc(CNC(C)C23CC4CC(CC(C4)C2)C3)ccc1OCC(=O)NC(C)(C)C (centres undefined) | 26% | 21µM* | x
CC1CCN(C(C)C(=O)Nc2ccccc2-c2ccccc2)CC1 (centres undefined) | -6% | u | u
COc1cccc(/C=N/NC(=O)c2[nH]c(C)c(C(=O)N/N=C/c3cccc(OC)c3)c2C)c1 | -9% | u | 0%
COc1ccc(C(=O)NC(C(=O)NCc2ccccc2OC)C(C)C)cc1 (centres undefined) | 0% | -15% | -4%
CCCCn1c(N)c(N(CC(C)C)C(=O)c2cc(S(=O)(=O)N3CCCCC3)ccc2C)c(=O)[nH]c1=O | 1% | -22% | 0%
Cc1ccc(S(=O)(=O)NCCC(=O)NC2CCCCC2C)cc1 (centres undefined) | 3% | -14% | -2%
CCOC(=O)c1sc(N2N=C(C)C(N=Nc3cccc(C)c3)C2=O)nc1C (centres undefined) | -3% | u | x
Nc1cc(CN2C(=O)c3ccccc3C2=O)cc(Cl)c1O | -5% | -18% | 6%
O=C(CC1CCCCC1)NCCOc1ccccc1 | 0% | u | -1%
CCCCc1nnc(NC(=O)c2ccccc2OCc2c(C)noc2C)s1 | -5% | 23µM* | -11%
CC(C)COC(=O)Nc1nnc(Cc2ccccc2)s1 | -3% | 9.2µM* | 6%
COc1ccc2cc(/C=N/O)c(Cl)nc2c1 | -7% | u | 8%
CC1(C)Oc2ccc(NC(=O)C3COc4ccccc4O3)cc2O1 (centres undefined) | -3% | u | 0%
O=C(COc1ccccc1Cl)NCC(c1cccs1)N1CCOCC1 (centres undefined) | -2% | u | x
COC(=O)c1ccccc1NC(=O)NCc1ccncc1 | -2% | -11% | 5%

Some of these compounds in order of heavy-atom count, largest number first.
SMILES | GCN5L2 inh | TDP1 cell noCPT | TDP1 block
O=C(COc1ccccc1Cl)NCC(c1cccs1)N1CCOCC1 (centres undefined) | -2% | u | x
Cc1ccc(S(=O)(=O)NCCC(=O)NC2CCCCC2C)cc1 (centres undefined) | 3% | -14% | -2%
COc1ccc2cc(/C=N/O)c(Cl)nc2c1 | -7% | u | 8%

The list goes on:
SMILES | GCN5L2 inh | TDP1 cell noCPT | TDP1 block
CCN(CC)S(=O)(=O)c1ccc2c(c1)N(CC(=O)N1CCN(c3cccc(OC)c3)CC1)C(=O)CO2 | -3% | u | 6%
CCc1ccccc1NC(=O)COC(=O)C1C2CC3OC(=O)C1C3C2 (centres undefined) | -1% | -7% | 11%
CCCCCCCCCCCCC/C=C/[C@@H](O)[C@@H](N)COP(=O)(O)O | 13% | x | 7%&6%
CCCCN(C)C(=O)Cn1c(SCC(=O)Nc2ccc(C)c(C)c2)nc2ccccc21 | -5% | 13µM* | -4%
NC(=O)c1ccc(C(=O)N/N=C(/Cc2ccccc2)c2ccccc2)cc1 | 2% | -2% | 1%[56.1 µM]
COc1ccc(/C(C)=N/OC/C(O)=C(\C#N)c2nc3ccccc3[nH]2)cc1OC | -11% | 16µM* | 5%
C=CCNC(=S)N1CCN(S(=O)(=O)c2ccc(C)cc2)CC1 | -3% | -19% | x
CCOC(=O)CC1Sc2ccccc2NC1=S (centres undefined) | -7% | 6% | 6%
CCn1c(SCC(=O)NCc2ccc(C)cc2)nnc1-c1ccncc1 | u | -13% | 2%
COc1cccc(OCc2nc3ccccc3n2CCOc2ccccc2C)c1 | -11% | u | 6%
O=C(COc1ccc(Cl)cc1)NNC(=O)CSc1nncs1 | -3% | -3% | -3%
COc1cc2[nH]c(=O)n(CCC(=O)N3CCN(Cc4ccccc4)CC3)c(=O)c2cc1OC | 2% | u | 4%
Cc1[nH]c(SCC(=O)Nc2cc(C(N)=O)cc(C(N)=O)c2)nc1Cc1ccccc1 | -4% | -8% | 2%
Cc1nc2ccc(F)cc2cc1C(=O)NC(C)C | -3% | -13% | 4%
CCc1ccc(NC(=O)c2cnc3n(c2=O)CCS3)cc1 | -7% | -20% | 1%
Cc1occc1C(=O)N/N=C/c1ccc(Cl)c([N+](=O)[O-])c1 | 1% | u | -3%
Cc1ccccc1C(=O)c1c[nH]c(C(=O)NCCCn2ccnc2)c1 | -12% | -1% | 6%
CN1CCCN(C(=O)CNC(=O)c2ccccc2Br)CC1 | -3% | 22% | 1%
Cc1ccc(NC(=O)c2cn(-c3cccc(C)n3)cn2)cc1 | u | -6% | 0%
Cc1ccc2c(c1)cc(CN(Cc1ccco1)S(=O)(=O)c1ccccc1)c1nnnn12 | 0% | 21µM* | 0%
COc1cc2[nH]c(=S)n(Cc3cccs3)c(=O)c2cc1OC | 7% | u | 0%
COC(=O)C1CN(C(=O)c2ccc(OC(F)F)cc2)c2ccccc2O1 (centres undefined) | -9% | 4% | -5%
CC(C)NCC(O)(c1ccc(Cl)cc1)c1ccc(Cl)cc1 | -10% | 21µM* | 1%
Cc1csc(CN(C)C(=O)c2cn(Cc3cccc4ccccc34)nn2)n1 | -7% | u | 2%
COc1ccccc1-c1cc(C(=O)Nc2cc(C)nn2-c2ccccc2)no1 | 0% | 26µM* | x
CCCCOc1ccc(C(=O)N2CCCC2C(=O)O)cc1 (centres undefined) | 0% | -18% | 5%
O=C(O)Cn1ccc2ccccc21 | -7% | -10% | x
O=C(NCc1cccc(C(F)(F)F)c1)C1CC(c2c(Cl)cccc2Cl)=NO1 (centres undefined) | -9% | 16µM* | -2%
O=C(N=C1SC2CS(=O)(=O)CC2N1c1ccccc1)C1CC1 (centres undefined) | -3% | -1% | 0%
COc1ccc(N2CCN(C(CNC(=O)c3ccc4c(c3)OCO4)c3ccco3)CC2)cc1 (centres undefined) | -6% | u | 7%
CC(C)N(CC#CCC(O)(c1ccccc1)c1ccccc1)C(C)C | 2% | -25% | 3%
CCCCCn1c2nc3ccccc3nc2c2c(=O)n(CC(C)C)cnc21 | u | -7% | 3%
CCOC(=O)c1c(NC(=O)C2C3CCC(O3)C2C(=O)O)sc2c1CCCC2 (centres undefined) | -9% | -7% | 1%
CCCCNS(=O)(=O)CCNCc1ccccc1OC | -3% | -5% | 1%[56.1 µM]
O=C(Nc1ncnc2c1CCC2)C12CC3CC(CC(C3)C1)C2 | -8% | 0% | 4%
COc1ccccc1S(=O)(=O)N1CCn2cccc2C1C (centres undefined) | -4% | 0% | 7%
CCCNC(=O)CC1Sc2ccccc2NC1=O (centres undefined) | -7% | -3% | 8%
CC(C)c1cc(CNC(=O)C2CCC(=O)N(CCc3ccc(Cl)cc3)C2)on1 (centres undefined) | -4% | 0% | 2%
CC(=O)c1ccc(NC(=O)CSc2nnc(-c3ccco3)c(-c3ccco3)n2)cc1 | u | -26% | -3%
CCc1nnc(NC(=O)C2CCCN2C(=O)Nc2ccccc2OC)s1 (centres undefined) | 1% | -22% | 1%
Cc1ccc(C2=NOC(C)(c3nnc(-c4ccc(F)cc4)o3)C2)cc1 (centres undefined) | -7% | -5% | -4%
COc1ccc(C)cc1NC(=O)COCC(=O)O | 0% | -2% | 3%
CCOc1ccc(NC(=O)C2CCCN(S(=O)(=O)c3ccc(Br)s3)C2)cc1 (centres undefined) | -4% | -30% | 0%
COc1ccc(N2CCN(S(=O)(=O)c3ccc4c(c3)CCCN4C(C)=O)CC2)cc1 | -8% | u | -1%
Cc1cc(Nc2nc3ccccc3nc2Cl)n(-c2ccc([N+](=O)[O-])cc2)n1 | -7%[0.501 µM] | 13µM* | 7%
Cc1ccccc1CSc1cn(CC(=O)N2CCCC2)c2ccccc12 | -15% | u | 0%
